TEAD-YAP block: TEAD-YAP interaction inhibition. 640,000 tested, 1.4% active. HEK-TIYL cells, TEAD-Gal4/YAP UAS-luciferase luminescence. inhibition, % at 9.12 µM; in the data active = inhibition above about 32%;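 also: 0% = median of test compound wells and 100% = reference inhibitor wells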
GPR151 activ: activates the human receptor GPR151 | Q8TDV0 | PathHunter beta-arrestin GPR151 cells, luminescence | activation, % at 11.2 µM | 650,000 tested, 1% active; in the data active = activation above about 4.9%;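 also: 0% = median of compound wells and 100% = cells with positive control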
MITF primary: human MITF inhibition, primary screen | AlphaScreen MITF homodimerization, bead proximity signal | O75030 | inhibition, % at 2.6 µM | 650,000 tested, 0.91% active; in the data active = inhibition above about 50%;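 also: 0% = vehicle wells with protein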
FBW7 act: human FBW7 E3 ligase activation, primary screen; Q969H0; AlphaScreen FBW7–phospho-cyclin E peptide binding, activator screen; 650,000 tested, 0.13% active; normalized activity (activation), % at 26.1 µM; AID 1259310; in the data active = normalized activity above about 1.9%;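 also: purified mutant Fbw7 with reduced substrate affinity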
Target sequence (Q969H0 whole entry, looked up): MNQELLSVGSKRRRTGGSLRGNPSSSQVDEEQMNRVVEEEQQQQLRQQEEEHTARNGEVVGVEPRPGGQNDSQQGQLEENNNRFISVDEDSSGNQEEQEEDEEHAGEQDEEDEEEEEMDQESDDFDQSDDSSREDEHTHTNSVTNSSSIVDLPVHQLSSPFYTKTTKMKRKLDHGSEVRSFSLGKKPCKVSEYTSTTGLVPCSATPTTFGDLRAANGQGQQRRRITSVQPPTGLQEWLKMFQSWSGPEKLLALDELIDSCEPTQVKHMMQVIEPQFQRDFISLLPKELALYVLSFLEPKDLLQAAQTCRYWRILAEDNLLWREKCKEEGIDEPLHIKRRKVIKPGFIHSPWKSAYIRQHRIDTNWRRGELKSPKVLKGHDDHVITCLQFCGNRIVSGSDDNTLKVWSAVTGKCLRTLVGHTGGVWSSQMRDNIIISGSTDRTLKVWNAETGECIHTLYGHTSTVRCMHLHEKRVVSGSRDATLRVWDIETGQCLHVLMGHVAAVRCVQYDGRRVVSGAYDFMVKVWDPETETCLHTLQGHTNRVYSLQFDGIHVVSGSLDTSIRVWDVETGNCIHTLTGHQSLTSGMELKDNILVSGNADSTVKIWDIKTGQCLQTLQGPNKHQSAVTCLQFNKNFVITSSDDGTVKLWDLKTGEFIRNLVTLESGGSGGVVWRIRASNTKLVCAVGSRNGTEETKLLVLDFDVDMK
* hit, by the source's call.

[1] C=CCN(c1ccccc1)S(=O)(=O)c1cc(Br)cc2c1N(C(C)=O)C(C)C2 (stereo not drawn)
[2] CCOC(=O)c1ccc(NC(=O)COc2cccc(C(=O)OC)c2)cc1
[3] O=C(Nc1cc(Cl)c(O)c(Cl)c1)C1CC1
[4] CCOC(=O)c1sc2ncnc(Nc3ccc(Oc4ccc(Cl)cc4)cc3)c2c1C
[5] CCOC(=O)c1c(NC(=O)c2cc(OC)c(OC)c(OC)c2)sc(C(=O)N(CC)CC)c1C
[6] Cc1cccc(NC(=O)c2sc3nc(-c4cccs4)cc(C(F)(F)F)c3c2N)c1

Screen / compound no.	1	2	3	4	5	6
TEAD-YAP block	11	13	0	10	1	10
GPR151 activ	-0.7	-0.8	0.7	-1.6	-0.9	-1.8
MITF primary	4	0	-6	15	-4	17
FBW7 act	0.0	-0.1	-0.1	0.0	0.0	1.4

[7] CCc1ccccc1NS(=O)(=O)c1c[nH]c2ccc([N+](=O)[O-])cc12
[8] COC(=O)CSc1nc2ccccc2n1CC(=O)N(C(C)C)C(C)C
[9] c1cc(-c2ccnc(Nc3ccc(-n4cnc(-c5ccncc5)n4)cc3)n2)cc(N2CCOCC2)c1
[10] O=[N+]([O-])c1cccc2c3c([nH]c12)CCCC3
[11] Cc1ccccc1-n1[nH]c(C)c(C=Nc2ccc([N+](=O)[O-])cc2Cl)c1=O
[12] O=C(Nc1cccc(-c2ccc(F)cc2)c1)C1CCCN(C(=O)c2ccco2)C1 (stereo not drawn)

Screen / compound no.	7	8	9	10	11	12
TEAD-YAP block	6	-1	20	0	-1	2
GPR151 activ	0.1	0.5	-0.7	0.6	-0.7	-0.7
MITF primary	2	4	-13	13	-8	-8
FBW7 act	0.1	-0.1	-0.2	-0.2	-0.4	-0.1

Reprinted at random: four entries already listed.
[4] CCOC(=O)c1sc2ncnc(Nc3ccc(Oc4ccc(Cl)cc4)cc3)c2c1C
[10] O=[N+]([O-])c1cccc2c3c([nH]c12)CCCC3
[1] C=CCN(c1ccccc1)S(=O)(=O)c1cc(Br)cc2c1N(C(C)=O)C(C)C2 (stereo not drawn)
[3] O=C(Nc1cc(Cl)c(O)c(Cl)c1)C1CC1

Screen / compound no.	4	10	1	3
TEAD-YAP block	10	0	11	0
GPR151 activ	-1.6	0.6	-0.7	0.7
MITF primary	15	13	4	-6
FBW7 act	0.0	-0.2	0.0	-0.1

Carrying on:
[13] Fc1ccccc1N1CCN(c2ncnc3c2c(-c2ccccc2)cn3-c2ccc(Br)cc2)CC1
[14] COc1ccccc1C(=O)Nc1ccccc1NC(=O)C1(c2cccs2)CCCC1
[15] Cn1cc(-c2ccccc2-c2ccnc(Nc3ccc(-n4cnc(N5CCOCC5)n4)cc3)n2)cn1
[16] O=[N+]([O-])c1ccc(O)c(C=Nc2cccc(F)c2)c1
[17] CCOC(CCNC(=O)c1cn(CC(C)C)c(=O)c2c1c1ccccc1n2C)OCC
[18] CC1=C(C(=O)OC(C)C(C)(C)C)C(c2ccccc2)NC(=O)N1 (stereo not drawn)

Screen / compound no.	13	14	15	16	17	18
TEAD-YAP block	-6	-1	4	8	-22	-9
GPR151 activ	0.4	-1.5	-0.4	1.3	0.3	0.5
MITF primary	3	-2	1	15	0	6
FBW7 act	0.5	0.3	0.2	0.1	0.1	0.0

[19] CN(C)c1ccc(C2C3=C(CC(c4ccc(Cl)cc4)CC3=O)Nc3ccccc3N2C(=O)C(F)(F)F)cc1 (stereo not drawn)
[20] Cn1cnnc1SCC(=O)N1CC2(C)CC1CC(C)(C)C2 (stereo not drawn)
[21] CCOc1ccc(C(=O)Nc2cc(NC(=O)c3ccc(OCC)cc3)cc(C(=O)O)c2)cc1
[22] Cc1cc2nn(-c3ccc(Cl)cc3)nc2cc1NC(=O)c1ccccc1
[23] COc1ccc(-n2nc(C(=O)NCC(=O)N3CCCCC3)c3ccccc3c2=O)cc1OC
[24] N#CC(C(=O)Nc1ccccc1)=C1Nc2ccccc2N1

Screen / compound no.	19	20	21	22	23	24
TEAD-YAP block	1	-7	-12	8	9	-2
GPR151 activ	-0.3	1.5	0.8	-2.0	1.5	0.4
MITF primary	-2	-6	3	-5	1	-11
FBW7 act	-0.1	-0.1	-0.2	-0.2	0.3	0.0

[25] COc1ccc(Cn2c(O)c(N=O)c3cc(C)ccc32)cc1OC
[26] CCCCC(=O)Nc1nc(-c2cc3cc(OC)ccc3o2)cs1
[27] CC(C)N(C(=O)c1ccc(C(=O)NC2CCCCC2)cc1)C(C)C
[28] COc1ccc2c(c1)cc(C)c1nnc(SCC(=O)Nc3nc(C)cs3)n12
[29] O=C(CCc1ccccc1)Nc1ccc(S(=O)(=O)N2CCCC2)cc1
[30] O=C1c2ccccc2C(=O)N1CCOc1ccc([N+](=O)[O-])cc1

Screen / compound no.	25	26	27	28	29	30
TEAD-YAP block	9	-38	-6	0	-7	-5
GPR151 activ	1.0	2.3	1.1	0.0	-1.1	0.0
MITF primary	7	5	-3	3	20	2
FBW7 act	0.1	-0.1	-0.1	-0.1	0.2	-0.1

[31] COc1ccc(Cn2c(CCC(=O)Nc3ccc(OC)c(OC)c3)nc3cccnc32)cc1
[32] CC(=O)c1ccc(NC(=O)CSc2nc(C)cc(C)c2C(N)=O)cc1
[33] CN(Cc1cccc(OC2CCN(C(=O)Cn3cccn3)CC2)c1)Cc1ccon1
[34] CCOC(=O)C1CCCN(c2c(N3CCN(c4cccc(C)c4)C(C)C3)c(=O)c2=O)C1 (stereo not drawn)
[35] O=C(NC(=O)c1ccncc1)NC(c1ccccc1)c1ccccc1
[36] Nc1ccc(N(c2ccccc2)c2ccc(N)cc2)cc1

Screen / compound no.	31	32	33	34	35	36
TEAD-YAP block	-16	19	5	6	4	18
GPR151 activ	0.5	0.6	-1.4	0.0	0.9	-0.7
MITF primary	1	5	-13	-2	7	3
FBW7 act	1.3	0.1	-0.1	0.6	0.0	0.5

[37] CCOC(=O)Cc1csc(NC(=O)CCCCCN2C(=O)c3cccc4cccc(c34)C2=O)n1
[38] COc1cccc(CC(=O)N(Cc2ccccc2)c2nnc(-c3cccnc3)s2)c1
[39] CC(C)N(C(=O)Cn1cc(S(=O)(=O)CC(N)=O)c2ccccc21)C(C)C
[40] COC(=O)CSc1nc2c(c(-c3cccs3)c1C#N)CCC(C(C)(C)C)C2 (stereo not drawn)
[41] COc1ccc(-c2cc(-c3ccc(Cl)cc3)n[nH]2)c(O)c1
[42] CCc1nn(C(C)C(=O)NC)c(=O)c2cc3occc3n12 (stereo not drawn)

Screen / compound no.	37	38	39	40	41	42
TEAD-YAP block	3	-11	-3	6	-73	-4
GPR151 activ	-0.2	0.8	-1.3	-2.2	0.4	0.1
MITF primary	-7	-6	12	18	6	-5
FBW7 act	-0.1	0.0	0.8	0.4	-0.1	1.0

[43] CC(=O)Nc1ccc(CN2CCc3c(cnc(C)c3CNC(=O)C3CCCO3)C2)cc1 (stereo not drawn)
[44] COc1cc2nc(Nc3ccccc3)nc(NC3CC3)c2cc1OC
[45] Cc1cc(S(=O)(=O)N(C)C)cc(N)c1C
[46] Cc1ccc(C(=O)Nc2ccc3nn(-c4ccccc4)nc3c2)cc1C
[47] Cc1nn(CC(O)COc2ccc(C(=O)c3ccc(Cl)cc3)cc2)c(C)c1Br (stereo not drawn)
[48] O=C(CC(c1ccccc1)c1ccccc1)NCC1COc2ccccc2O1 (stereo not drawn)

Screen / compound no.	43	44	45	46	47	48
TEAD-YAP block	5	-9	-1	-2	-5	-2
GPR151 activ	-1.3	2.2	-0.7	-1.3	-1.1	-1.7
MITF primary	13	-15	17	-4	8	-7
FBW7 act	0.8	-0.2	0.1	-0.1	0.3	0.4

[49] COc1ccc(-n2nc3cc(C)c(NC(=O)c4cccs4)cc3n2)cc1
[50] Cc1cc(CN(C)C2CCC(=O)N(Cc3ccccc3)CC2)on1 (stereo not drawn)
[51] c1ccc(-c2ccc(OCCN3CCOCC3)nc2)cc1
[52] Cc1c(NC(=O)c2cccnc2)cccc1-c1nc2ccccc2s1
[53] O=C(Cc1ccccc1)NCCS(=O)(=O)N1CCN(c2ncccn2)CC1
[54] CCOc1ccccc1NC(=O)c1cccc([N+](=O)[O-])c1C(=O)O

Screen / compound no.	49	50	51	52	53	54
TEAD-YAP block	-52	-2	-42	-53	5	12
GPR151 activ	5.1*	-1.1	-1.6	-0.6	0.1	-1.3
MITF primary	-8	3	5	3	8	13
FBW7 act	0.4	0.0	-0.4	-0.1	0.2	0.4

[55] CCCCC(=O)NC(Nc1sc(C)c(CC)c1C#N)(C(=O)OCC)C(F)(F)F (stereo not drawn)
[56] CCCCN(C)CCCN1C(=O)C2C(C(=O)Nc3ccc(OC)cc3)C3C=CC2(O3)C1C(=O)NC1CCCC(C)C1C (stereo not drawn)
[57] C#CCN(CC=C)C(=O)CC1C(=O)NCCN1C1CCCC1 (stereo not drawn)
[58] COc1ccc(C2CCN(S(=O)(=O)c3ccccc3Cl)C2)cc1 (stereo not drawn)
[59] CCCc1cc(=O)[nH]c2nnc(SCC(=O)NC3CCCC3)n12
[60] CC1Sc2cc(S(=O)(=O)CCC(=O)NC3CCCCCC3)ccc2NC1=O (stereo not drawn)

Screen / compound no.	55	56	57	58	59	60
TEAD-YAP block	4	-9	8	5	-1	15
GPR151 activ	0.1	-1.9	2.9	-0.2	0.9	0.7
MITF primary	14	0	0	-5	7	16
FBW7 act	-0.1	-0.2	0.0	0.0	-0.1	0.4

[61] COc1cccc(C2(CC(=O)N3CCN(C)C(C)C3)CC(=O)N(CCN(C)C)C2=O)c1 (stereo not drawn)
[62] CC(=O)Nc1cccc(Oc2ccc([N+](=O)[O-])cc2C#N)c1
[63] COc1ccc(C(=O)N/N=c2/c(=O)c(=O)c3ccccc23)cc1
[64] CCOc1cccc(OCCn2cnc3ccccc3c2=O)c1
[65] COC(=O)C1=C(C)N(c2cc(C)cc(C)c2)C(=O)C1
[66] CCCCn1c(CNC(=O)c2c(F)cccc2Cl)nnc1SCC(=O)Nc1sc2c(c1C(=O)OCC)CCC2

Screen / compound no.	61	62	63	64	65	66
TEAD-YAP block	5	-8	-2	-16	-4	5
GPR151 activ	0.5	2.0	-0.3	0.1	0.8	0.9
MITF primary	6	-2	8	-26	0	9
FBW7 act	0.3	-0.1	-0.5	0.1	-0.1	-0.1

[67] COc1cc(NC(=O)C(C)N2C(=O)C3CC=C(Cl)CC3C2=O)ccc1[N+](=O)[O-] (stereo not drawn)
[68] Brc1ccccc1OCCCn1cnc2ccccc21
[69] COc1ccccc1CC(=O)Nc1ccc(C(C)C)cc1
[70] CC(C)(C)n1nnnc1C(c1ccccc1F)N(Cc1ccco1)CC1CCCO1 (stereo not drawn)
[71] Cc1nn(-c2ccccc2)c2sc(C(=O)NC(=S)NCC3CCCO3)cc12 (stereo not drawn)
[72] FC(F)(F)c1cc(-c2ccccc2)n2c(n1)nc1ccccc12

Screen / compound no.	67	68	69	70	71	72
TEAD-YAP block	5	-78	-29	-3	0	0
GPR151 activ	-1.1	0.3	0.2	1.0	-0.3	-0.1
MITF primary	9	0	2	23	10	12
FBW7 act	0.4	-0.1	0.0	0.6	0.2	-0.1

[73] Cn1cc(C(=O)N/N=C/c2ccc([N+](=O)[O-])cc2)ccc1=O
[74] COC(=O)CCCCCNC(=O)COc1ccc(Cl)cc1Cl
[75] Cc1ccc(NC(=O)C(=O)NCCCOC(C)C)cc1Cl
[76] O=C(NC1C2CC3CC(C2)CC1C3)c1cccc(Cl)c1 (stereo not drawn)
[77] Cc1ccc(/C(O)=C2\C(=O)C(=O)N(c3cccnc3)C2c2ccc(O)cc2)cc1 (stereo not drawn)
[78] COCCCNc1nc(CN2CCCC(OC)C2)nc2ccc(C)cc12 (stereo not drawn)

Screen / compound no.	73	74	75	76	77	78
TEAD-YAP block	0	69*	-35	3	-1	-5
GPR151 activ	2.2	-1.1	0.1	-0.1	-2.0	0.0
MITF primary	1	14	-3	-6	12	-20
FBW7 act	0.8	0.6	-0.2	-0.1	0.1	0.0

[79] O=C(Cn1cc(/C=C2\SC(=O)NC2=O)c2ccccc21)Nc1ccccc1
[80] CCCCSc1nnc2c(n1)OC(c1ccc(C)cc1)Nc1ccccc1-2 (stereo not drawn)
[81] CCOc1cc(C2C(C#N)=C(N)Oc3c2c(C)nn3-c2ccccc2)ccc1O (stereo not drawn)
[82] CC(CC(=O)N1CCN(c2ccccc2F)CC1)c1ccccc1 (stereo not drawn)
[83] COc1ccccc1-c1coc2cc(OC(=O)c3cncc(Br)c3)ccc2c1=O

Screen / compound no.	79	80	81	82	83
TEAD-YAP block	-2	-29	23	-2	3
GPR151 activ	-0.7	-0.8	0.4	-1.0	1.2
MITF primary	4	-15	10	-9	4
FBW7 act	0.0	0.0	-0.2	-0.1	0.0

Source: PubChem BioAssay
